HIF activator: HIF pathway transcriptional activators, primary screen, cell-based, U2OS HRE-luciferase, luminescence; U2OS HRE-luciferase reporter; normalized: DMSO 0%, desferrioxamine 100%; activation, % at 7.5 µM (by protocol); 300,000 compounds, 0.32% hits; AID 1910, 2009;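 active means mean activation of at least 10% of the iron chelator positive control signal, with at least half of replicates also reaching 10%; inconclusive means mean and replicate majority disagree about reaching 10%; inactive means mean and most replicates under 10%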
HSF1 inhib: HSF1 inhibitors in luciferase reporter cells, primary screen, cell-based, NIH3T3, luminescence | 300,000 compounds, 0.77% hits | activity change, negative = inhibition, % at 7.5 µM (by protocol) | NIH3T3-HGL HSE-luciferase, MG132-induced, luminescence 8 h; stronger effect = lower value | AID 2098, 2009;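 active means more than half of replicate wells show activity change below -50%, luminescence cut by over half; inconclusive means some wells, but at most half, below -50%; inactive means no replicate well below -50%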;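 further: luciferase reports HSF-1 transcriptional activity via heat shock element; 0% = median of DMSO wells and -100% = zero luminescence signal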
Platelet DG rel: inhibitors of platelet dense granule secretion, primary screen, cell-based, MLPCN, human platelets. human platelet-rich plasma, SFLLRN dense granule ATP release, luminescence. inhibition, %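 (compounds screened at 7.5 µM in platelet-rich plasma)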. 300,000 compounds, 0.22% hits;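 active means mean replicate score, as percent of positive control, at or above 50; inconclusive means mean below 50 but at least one replicate at or above 50; inactive means mean and every replicate below 50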
HSP90 inh: HSP90 inhibitors, primary screen, cell lysate, luminescence; 290,000 compounds, 0.91% hits; inhibition, % at 5.6 µM; Rabbit reticulocyte lysate, luciferase refolding luminescence, 3 h; Heat shock protein HSP 90 (rabbit reticulocyte lysate; luciferase refolding);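 active means inhibition above the screen-wide mean plus 3 SD, computed separately per campaign, cut at about 16% in these data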;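 further: 0% = DMSO wells and 100% = 60 µM geldanamycin wells; inhibitors lower the luminescence because luciferase stays unfolded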
SKKanGAS inh: S. pyogenes SKKanGAS growth inhibitors in kanamycin, primary screen, streptokinase expression inhibitor project, SKKanGAS strain, BacTiter-Glo luminescence; 6 h; inhibition, % at 7.5 µM; 300,000 compounds, 1.3% hits;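 active means mean replicate score, as percent of positive control median, at least 50; inconclusive means mean below 50 but one replicate at or above 50; inactive means mean and every replicate below 50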;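 further: strain carries kanamycin resistance gene driven by streptokinase promoter and grows in 40 µg/ml kanamycin; loss of luminescence reflects streptokinase promoter inhibition or plain growth inhibition; 0% = median of DMSO wells and 100% = positive control at its reference dose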
AI-2 QS modul: Vibrio harveyi AI-2 quorum sensing modulators, primary screen, JMH597 strain, luminescence/OD600 ratio; activity change, % at 7.5 µM; Vibrio harveyi JMH597 AI-2 luminescence/OD600 ratio, 9 h; stronger effect = lower value; strain lacks LuxN and CqsS sensors; 0 = neutral-control median; AID 2094, 2009; 300,000 compounds, 0.4% hits; in the data active means activity change below about -75%, passing the limit was not always enough; inconclusive means no clear call, values can overlap the other calls;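 further: luminescence divided by OD600 gain over 9 h not by final OD600 alone; inactives centre near 13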
aSyn 5UTR inh: MLPCN primary screen, SNCA 5' untranslated region. inhibition, % (tested at 7.5 µM). alpha-synuclein 5'UTR reporter, inhibitor activity. 300,000 compounds, 0.82% hits; in the data active means inhibition above about 60%; inconclusive means no clear call, values can overlap the other calls;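 further: H4 neuroglioblastoma cells stably carrying SNCA 5'UTR luciferase fusion; 0% = DMSO wells and 100% = positive control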
HSF-1 act: HSF-1 activators, primary screen, NIH3T3-HGL cells, MG132 stress, luminescence, single point; activation, % at 9 µM; NIH3T3-HGL HSF-1 luciferase reporter, 8 h; 100% = twice DMSO control signal; 300,000 compounds, 1.7% hits;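 active means mean replicate activation of at least 50% with a set share of replicates each reaching 50%; inconclusive means only one of those two conditions met; inactive means mean below 50% and too few replicates reaching it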;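 further: 0% = median of the neutral control wells and 100% = twice that signal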
IEC-6 cytotox: cytotoxicity in IEC-6 intestinal epithelial cells, primary screen, cytotoxicity control for KLF5 inhibitor project, cell-based, luminescence | inhibition, % at 5 µM | IEC-6 cytotoxicity, luminescence viability | 290,000 compounds, 0.78% hits; in the data active means inhibition above about 22%;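 further: 0% = plate median of test compound wells and 100% = cytotoxic reference compound wells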
KLF5 inhibitor: KLF5 expression inhibitors, primary screen, DLD-1 cells, luminescence; DLD-1 KLF5 promoter-luciferase reporter; 290,000 compounds, 0.23% hits; inhibition, % at 5 µM;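 active means inhibition above a per-plate limit of that plate's mean compound inhibition plus 3 SD, cut at about 60% in these data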;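 further: 0% = DMSO wells and 100% = LY294002 at 200 µM; higher means less KLF5 promoter-driven luciferase light; inactives centre near -14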
Numbers without * were called inactive; ? = inconclusive; / = not tested or not shown. Random draw from the library. Share with any hit: about 6%.

SMILES,HIF activator,HSF1 inhib,Platelet DG rel,HSP90 inh,SKKanGAS inh,AI-2 QS modul,aSyn 5UTR inh,HSF-1 act,IEC-6 cytotox,KLF5 inhibitor
CCCc1c(O)nc(SCCN(CC)CC)[nH]c1=O,0.1,-7,-2,1,0,0,-13,-8,1,-3
CC(=O)N1CCN(c2ccc(NC(=O)c3cccc(C)c3)cc2)CC1,-14,7,-8,-3,-1,20,-73,-4,-2,-54
CSc1nncn1/N=C/c1ccc2c(c1)OCO2,0.1,-10,16,3,-10,23,-32,17,-2,-21
COC(=O)/C(=C\Nc1cccc(Cl)c1C)c1ncc(C(F)(F)F)cc1Cl,-0.2,-4,14,-2,-5,30,-6,-11,-3,-8
CSc1nc2cc(Oc3cccc(Cl)c3Cl)c(Cl)cc2[nH]1,-0.5,-4,-1,1,96*,9,43,-17,8,-15
OCCNc1nc(NCCC2=CCCCC2)nc(N2CCOCC2)n1,-0.2,0,6,4,-3,19,-5,-3,-2,5
Cc1cc(O)cc(O)c1C=NCc1ccco1,-0.5,-12,-9,0,-3,1,-3,7,6,-1
O=C1c2ccccc2CCCC12N=NCC2c1cccc2ccccc12 (stereo unspecified),-1.0,-3,3,0,50*,30,1,-7,-2,-5
CCN(CC)C(=O)C(=O)Nc1cc(C(F)(F)F)ccc1Cl,0.4,-1,/,-1,-2,12,14,-4,-2,1
CCOCCOC(=O)c1ccc(NC(=O)c2cc(OC)c(OC)c(OC)c2Br)cc1,0.5,5,10,-2,15,10,-7,3,-3,-6
COc1cc(/C=C2\N=C(c3c(-c4ccccc4)noc3C)OC2=O)ccc1OC(C)=O,0.0,-3,0,-4,11,0,18,3,-1,-15
S=C(Nc1ccc2cn[nH]c2c1)Nc1ccc(Cl)cc1Cl,4.2,-12,1,1,4,2,-41,-22,-1,-8
CCCCNC(=O)CS(=O)Cc1nc(-c2cccc(Cl)c2)oc1C (stereo unspecified),-0.5,4,1,-5,-5,17,12,2,1,-24
Cc1ccsc1C(=O)NNC(=S)NC1CCCCC1,1.3,20,-9,1,9,7,-47,20,-1,-59
COc1cccc2c1cc1c(=O)n(CC(=O)NCCCN3CCN(C)CC3)nc(C)n12,-0.1,0,-1,1,2,1,-17,-5,3,-7
CCN1C(=O)C2C(c3cccc(F)c3)NC(C)(C(=O)OC)C2C1=O (stereo unspecified),-0.8,-2,7,0,7,-2,-15,8,1,-24
O=C(NCc1ccc(F)cc1)c1ccc(CS(=O)(=O)c2ccc(Br)cc2)o1,-0.3,2,5,-7,-2,14,25,12,4,-49
COc1cccc(N=C2C(=O)N3CCCc4cccc2c43)c1,0.8,4,13,-4,6,13,-24,8,14,17
COc1ccc(-c2noc(CCCOc3ccc(Cl)cc3Cl)n2)cc1,-0.9,3,-2,-4,23,4,8,14,-5,-26
C=CCNCc1ccc(C(=O)NCCCCCCC)cc1[N+](=O)[O-],0.6,1,3,/,6,19,3,-1,/,/
COc1ccc(CNC(=O)CSc2nc3ccc(C)cc3[nH]2)cc1,0.5,17,0,0,-3,-4,-19,36,5,-11
Cc1csc(NC(=O)CSc2nc(C)cs2)n1,0.3,2,-19,-2,-4,16,-11,3,-4,-23
Nc1ccc2nc(-c3cccs3)[nH]c2c1,0.7,1,2,-2,4,-1,-156,10,1,-39
Cc1ccc2nc(SCC(=O)NCc3ccco3)c(C)cc2c1,0.0,14,12,-1,1,14,-5,15,1,-27
CC1(C)CC(=O)c2cnc(NCC3CCCO3)nc2C1 (stereo unspecified),0.0,-6,-11,-4,-14,16,-17,6,-9,-38
Cc1noc2ncnc(Sc3ccccc3Cl)c12,-34,24,-1,5,-1,22,-11,23,-4,-41
CCOc1ccc(NC(=S)c2ccc3ccccc3n2)cc1,3.8,0,-27,7,-9,11,-67,-24,3,-93
Cn1nc([N+](=O)[O-])nc1Oc1ccccc1F,-0.7,-11,-59,0,-9,31,14,1,-2,-29
Cc1ccccc1S(=O)(=O)Oc1ccc2ccc(O)cc2c1,3.6,0,0,2,11,12,-131,5,-2,-103
CSc1ccc(CN2CCN(Cc3ccc([N+](=O)[O-])cc3)CC2)cc1,-0.2,-13,7,-2,-5,34,18,-8,-4,-13
O=C(Oc1cccc(N2C(=O)C3C4c5ccccc5C(c5ccccc54)C3C2=O)c1)c1ccco1 (stereo unspecified),-0.5,-9,-2,-1,0,4,2,0,0,-23
CCN(CC)/C(Sc1ccccc1)=C(\C(Cl)=C(Cl)Cl)[N+](=O)[O-],-0.2,0,-5,2,0,-40,-24,9,0,-4
CC(=O)c1ccc(N2CCN(S(=O)(=O)c3ccc4c5c3CC(=O)N5CC(C)S4)CC2)cc1 (stereo unspecified),-0.4,6,-3,-1,-4,4,9,6,2,-17
COC(=O)CCC(=O)NNC(=O)c1ccc(Br)cc1,-5.5,5,5,-2,0,12,-8,4,-6,-10
COc1cccc(NS(=O)(=O)c2ccc3c(c2)N(C(C)=O)CCS3)c1,-0.4,4,-4,3,-1,21,-14,-8,9,-21
CCOC(=O)c1c(NC(=O)c2ccc(N3C(=O)[C@@H]4[C@H](C3=O)[C@H]3C=C[C@@H]4C3)cc2)sc2c1CC(C)CC2 (stereo partly specified),-0.3,-5,3,3,7,11,-14,-3,-9,11
CC(=O)c1cc2c(cc1NC(=O)c1cc3nc(C(C)C)cc(C(F)(F)F)n3n1)OCO2,0.3,9,0,3,8,26,-28,5,1,20
CCOc1ccc(C(=O)C(C)OC(=O)Cn2[nH]c(=O)c3ccccc3c2=O)cc1 (stereo unspecified),-0.6,1,-29,9,-7,38,6,-11,4,-14
Cc1cc([N+](=O)[O-])ccc1NC1CCCC1,-0.6,6,18,1,-2,11,24,4,6,-35
CC(=O)N(C1=C(Cl)C(=O)c2ccccc2C1=O)C1CCCCC1,-0.6,-28,11,9,53*,42,?,-31,25*,-13
CC(=O)NC1=NN(C(C)=O)C(C)(CC(=O)OC(C)(C)C)S1 (stereo unspecified),-4.4,-5,-2,3,2,21,3,-4,2,-16
Nc1ccccc1C#Cc1cnccn1,0.2,-1,2,/,-2,3,-32,-4,/,/
COc1ccc(-c2c(C(C)=O)c(C)n(C)c2C)cc1,0.0,2,-7,-3,-2,1,-8,11,-1,-1
CC(C)OCC1CC(CC(=O)Nc2ccc([N+](=O)[O-])cc2)C(=O)O1 (stereo unspecified),0.2,3,-2,2,-3,31,11,32,0,9
CCC1CCCCN1CCCNC(=O)CSc1nc2nc(C)c(Cc3ccccc3)c(C)n2n1 (stereo unspecified),-0.7,-9,18,-3,-7,/,-16,9,3,-10
O=[N+]([O-])c1ccc(CSc2nnc(Cc3ccccc3)n2-c2ccc(F)cc2)cc1,-1.3,11,1,0,0,3,24,26,8,-10
CC(C)c1nnc(NC(=O)c2cccc(-n3cnnn3)c2)s1,0.5,3,-2,1,-5,28,-13,9,3,-48
CC(C)(C)C1(C)OC(C(=O)NC2CCCCC2)C(C(=O)NC2CCCCC2)O1 (stereo unspecified),-0.4,3,-5,3,4,12,12,1,7,-18
CCC(C)NC(=O)c1ccc(CNS(=O)(=O)c2ccc3c(c2)C(C)(C)C(=O)N3C)cc1 (stereo unspecified),-0.2,-4,-7,2,-4,11,-10,2,0,-21
Cc1ccc(S(=O)(=O)c2nc(-c3ccccc3F)oc2N2CC(C)OC(C)C2)cc1 (stereo unspecified),-0.5,0,-4,5,31,16,13,3,6,1
COc1ccc(-n2cnnc2SCC(=O)N2CCN(c3ccccc3)CC2)cc1,-0.2,7,3,2,1,52,5,-6,-4,-31
COc1ccc(C(=O)CC(=O)c2ccc(F)cc2)cc1,4.2,10,-11,/,10,21,-165,23,/,/
CCS(=O)CCSC(=N)N (stereo unspecified),-0.1,-11,-11,-4,-10,-1,-44,3,0,-4
Nc1c(N(CCC2=CCCCC2)C(=O)CCCOc2ccccc2)c(=O)[nH]c(=O)n1Cc1ccccc1,0.0,5,-2,/,11,11,20,15,/,/
CCN1CCN(Cc2ccc(NC(=O)c3ccc(C)c(NC(=O)c4c[nH]c5cc(C(F)(F)F)ccc5c4=O)c3)cc2C(F)(F)F)CC1,-6.0,-14,3,/,92*,22,113*,-28,/,/
Cc1ccccc1OC1CCN(C(=O)C2CCC(=O)N(C3CCCC3)C2)CC1 (stereo unspecified),-0.3,3,9,6,3,-12,6,-17,14,-1
CCc1cccc2c1Sc1ccccc1CC2N1CCNCC1 (stereo unspecified),-0.8,4,24,/,8,43,104*,-6,/,/
N#Cc1ccccc1Sc1ccccc1C(=O)OCC(N)=O,-0.5,5,-6,-2,0,27,6,3,0,-4

High-throughput results as filed in PubChem BioAssay.
